Source: PubChem BioAssay (National Center for Advancing Translational Sciences (NCATS))
MmCpn inh = inhibitors of Methanococcus maripaludis chaperonin (MmCpn); Potency, µM (doses to about 76.9 µM), inactives show top-dose activity, negative = inhibition, usual class: inhibitors; actives 0.031% (n = 330,000); purified Mm-Cpn ATPase, ADP Transcreener TR-FRET; note: potency is the fitted concentration of half-maximal effect; % is set by controls: 0 for no effect and ±100 for the full control effect; nearly all actives have a fitted effect of over 80% in size
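Compound-treated chaperonin, 25 nM final, turns over 10 uM ATP at 37°C for 30 min following a 10 min preincubation; ADP generated competes with ADP-d2 for Eu-cryptate antibody, lowering FRET.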
Nrf2 inh = Nrf2 pathway inhibition | A549 ARE-Fluc reporter, luciferase luminescence, 18-24 h | Potency, µM (series often up to 46 µM), for inactives: at the highest dose activity change, negative = inhibition, hits mostly inhibitors | AID 504444 | actives 2.1% (n = 360,000); note: potency is the fitted concentration of half-maximal effect; % is set by controls: 0 for no effect and ±100 for the full control effect; nearly all actives have a fitted effect of over 60% in size
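Cells were seeded and rested 2 h, then exposed to compounds for 18-24 h. CellTiter-Fluor was read first as a viability measure. BugLite was added 15 min before the final luminescent read of ARE-luciferase activity in A549 cells.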
TGFb SMAD3 inh = TGF-b pathway inhibition. Potency, µM (series often up to 46.1 µM), without a hit: top-dose activity, negative = inhibition, most hits filed as inhibitors. actives 1.2% (n = 410,000). HepG2 CAGA-GFP TGF-b/SMAD3 reporter, GFP fluorescence, 18 h; TGF-beta stimulated, 500 pg/mL final. AID 588855; note: potency is the fitted concentration of half-maximal effect; % is set by controls: 0 for no effect and ±100 for the full control effect; nearly all actives have a fitted effect of over 65% in size
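Smad-responsive CAGA-GFP expression was quantified in HEPG2 cells exposed to compounds and 500 pg/mL final TGF-beta for 18 h at 37 degrees C; unstimulated wells defined full inhibition.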
CCT modulator = changes cytosolic chaperonin activity; activity change, % (test concentration not listed), hits read low; actives 0.3% (n = 360,000); purified chaperonin ATPase assay, HTRF ADP detection, 30 min; in the data active = activity change below about -30%; note: % is set by controls: 0 for no effect and ±100 for the full control effect
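TRiC at 40 or 20 nM final (batch-dependent) in 30 mM Tris pH 7.4, 100 mM KCl, 5 mM MgCl2, 1 mM DTT, with compound at single 76 uM and 10 uM ATP, 30 min at 37 deg C. ADP detected by HTRF Transcreener, 665/615 ratio.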
Nrf2 activator = Nrf2 pathway activation. AID 624171. Potency, µM (series often up to 46.1 µM), inactives show at the highest dose activation, most hits filed as activators. AREc32 ARE-luciferase reporter (MCF7-derived line), luminescence, 24 h. actives 0.31% (n = 410,000); note: potency is the fitted concentration of half-maximal effect; % of control where 0% means no effect; nearly all actives have a fitted effect of over 65% in size
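Luminescent ARE reporter assay in AREc32_Fluc cells: overnight plating at 37 deg C, 24 hr compound incubation, Steady-Glo added, 30 min RT before reading.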
HepG2 viability = kills HepG2 cells in TGF-b inhibitor counter-screen; HepG2 CAGA-GFP viability, ATP luminescence, 18 h; Potency, µM (top dose mostly 46.1 µM), for the others: at the top dose activity change, negative = cytotoxicity, usual class: cytotoxic; actives 0.76% (n = 410,000); AID 588856; note: potency is the fitted concentration of half-maximal effect; some results filed as inactive show a strong effect at the top dose
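CellTiter-Glo luminescence gave cytotoxicity after 18 hours at 37 degrees C. The cells were HepG2 CAGA-GFP in 1% FBS DMEM, stimulated with 500 pg/mL TGF-beta after compound addition. %Activity was normalised to no-cell wells (complete cell-killing) and DMSO (no toxicity), and curves were fitted and classified.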
A549 tox = kills or reduces viability of A549 cells in Nrf2 counter-screen | A549 ARE-Fluc cells, CellTiter-Fluor viability, 18-24 h | Potency, µM (series often up to 46 µM), for inactives: at the top dose activity change, negative = cytotoxicity, hits mostly inhibitors | actives 0.16% (n = 390,000); note: potency is the fitted concentration of half-maximal effect; % is set by controls: 0 for no effect and ±100 for the full control effect
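A549 ARE-Fluc cells in 5% FBS OPTI-MEM, 5000 cells/well, rested 2 h then exposed to compounds in concentration-response for 18-24 h at 37 °C. Viability by CellTiter-Fluor fluorescence (Ex 405/Em 525) after 30 min; luciferase luminescence (BugLite, 15 min, RT) read afterwards.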
Abeta yeast res = compounds reversing amyloid beta toxicity in yeast; yeast expressing A-beta42, growth rescue, OD600, 48 h; response scale: 0% DMSO, 100% iron-clioquinol control; Potency, µM (titrated, usually from 46.1 µM), for inactives: at the top dose growth rescue, hits mostly activators; actives 0.063% (n = 410,000); AID 1347071; note: potency is the fitted concentration of half-maximal effect; nearly all actives have a fitted effect of over 55% in size
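Growth rescue measured by 600 nm absorbance after 48 h yeast culture at 30 C with compound. Values normalized between DMSO and an equimolar ferric chloride plus clioquinol control.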
Akt phos inh = blocks phosphorylation of Akt. Neuro2A IGF-stimulated pAkt S473 HTRF, 20 min; active compounds read low. activity change, % for hits at 50 µM. actives 0.32% (n = 360,000); in the data active = activity change below about -80%; inconclusive = mostly about -51% to -80%; note: % is set by controls: 0 for no effect and ±100 for the full control effect
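Neuro2A cells in DMEM with 0.5% FBS, overnight at 37 deg C, given compound at single 50 µM final, then IGF (6 nM final) for 20 min at 37 deg C. Lysed; phospho-Akt Ser473 by HTRF after 24 h, 665/615 ratio.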
* hit, by the source's call; i = inactive; ? = inconclusive; nt = no result given; [ ] = another dose, or the depositor's remark. Unless noted, calls come from the whole dose curve; as a rule, active = well fitted curve in the direction sought with a large enough effect; inconclusive = small, poorly fitted or top-dose-only effect, or another doubt; inactive = no such curve, though single readings can be large; an effect the other way counts as inactive or inconclusive.

SMILES	MmCpn inh	Nrf2 inh	TGFb SMAD3 inh	CCT modulator	Nrf2 activator	HepG2 viability	A549 tox	Abeta yeast res	Akt phos inh
COc1ccc(CN(CC(O)COc2cccc3[nH]cc(C)c23)C(C)(C)C)cc1 (stereo not given)	?	-11.2%	?	-1.0	-0.7%	-36.3%	-1.1%	-7.8%	i
CCN(CC)CCn1c(NCc2ccc3c(c2)OCO3)nc2ccccc21	3.5%	-12.8%	-9.0%	-0.2	-0.4%	-16.8%	-0.3%	-4.7%	i
O=C(CCc1ccccc1)NNC(=O)c1ccccc1C(=O)O	1.1%	4.2%	0.9%	-1.9	-0.7%	-2.9%	1.1%	-2.0%	i
N/C(Cc1ccccc1Sc1ccccc1)=N\O	-1.5%	7.5%	?	0.7	0.2%	-2.0%	0.5%	-6.7%	i
CCc1cc(-c2nnn(CCC3COCCO3)c2CC)cc(CC)c1-c1cn(Cc2ccc3ccccc3c2)nn1 (stereo not given)	nt	nt	-1.2%	-2.5	3.8%	-18.8%	nt	4.8%	i
CCCCOc1ccc(-c2nnn(CCC(=O)N3CCOCC3)n2)cc1	-1.1%	1.2%	-8.0%	-1.2	0.0%	-80.9%	5.3%	7.5%	i
Cc1cc2c(Nc3ccc(O)cc3)ncnc2s1	-2.4%	?	3.8%	0.9	3.3%[9.22 µM]	-14.0%	-11.6%	0.4%	i
CC(C)C(C)NC(=O)COc1ncnc2sccc12 (stereo not given)	-2.8%	-1.2%	8.3%	1.3	-0.1%	0.8%	-5.8%	1.3%	i
N#Cc1ccc(CSc2nnc(-c3ccccn3)n2-c2ccc(Cl)cc2)cc1	-0.7%	?	-3.6%	1.2	2.2%	-5.3%	-12.1%	-5.5%	i
CN(CC(=O)NC(=O)NC(C)(C)C)CC(=O)Nc1ccccc1Cl	-0.8%	2.9%	-12.2%	-0.9	-0.1%	0.1%	1.3%	-0.1%	i
Cc1nc(SCCOc2ccc(F)cc2)c2ccccc2n1	-3.2%	5.6%	-1.4%	-0.6	0.4%	-10.8%	4.5%	-1.6%	i
Cc1nc2c(C)cccc2c2c1COC2	-1.0%	-0.3%	-15.1%	1.4	-0.4%	3.0%	1.1%	5.4%	i
CCC(=O)c1cn(CC(=O)NCC2CCCO2)c2ccccc12 (stereo not given)	-0.9%	12.6%	-1.2%	-2.7	0.0%	6.0%	-0.2%	6.2%	i
CC(=O)Nc1ccc(S(=O)(=O)NCC(=O)NCCCc2ccccc2)cc1	2.2%	-0.5%	-12.2%	1.2	0.1%	2.9%	-0.4%	-2.4%	i
CCOc1ccccc1NC(=O)C1CCN(S(=O)(=O)c2c(C)nn(C)c2C)CC1	0.2%	-0.6%	-8.3%	-3.3	0.2%	-3.7%	3.4%	-7.2%	i
COc1ccc2nc(SCCC(=O)O)cc(C)c2c1	-5.8%	-3.3%	-23.6%	0.8	1.7%	7.1%	0.8%	13.5%	i
CCOc1ccccc1NC(=O)CCS(=O)(=O)c1ccc2c(c1)CC(C)N2C(C)=O (stereo not given)	-2.1%	0.0%	-4.7%	-0.7	-0.1%	-7.5%	-1.5%	nt	i
CC12CCC(=O)N1C(C(=O)Nc1nnc(SCc3ccc(F)cc3)s1)CS2 (stereo not given)	-2.4%	-23.7%	-13.7%	-0.9	0.6%	-27.9%	4.9%	-9.2%	i
Cc1ccc(S(=O)(=O)/N=C2\C=C(Nc3cccc(C(=O)O)c3)C(=O)c3ccccc32)c(C)c1	-9.0%	-8.2%	12.6µM*	-2.5	-2.3%	15.8µM*	-2.8%	7.9%	i
N#Cc1c2c(c(NCCN3CCOCC3)n3c1nc1ccccc13)CCCC2	-1.9%	5.7%	5.2%	-0.8	3.7%	5.0%	-6.3%	2.5%	i
COc1ccc(-c2cc(C#N)nc(Cl)n2)cc1	-2.5%	-5.5%	?	0.1	?	-35.6%	0.0%	2.9%	i
COc1ccccc1NC(=S)N(CCc1c(C)[nH]c2ccccc12)Cc1cccs1	?	-19.7%	-14.2%	-0.1	-0.2%	-7.5%	?	7.2%	i
Nc1cc(C(=O)OCC(=O)NCCCc2ccccc2)ccc1Cl	1.5%	0.8%	-9.1%	-1.7	-0.2%	-9.7%	0.4%	-2.0%	i
CCOC(=O)c1cnc(-c2ccccc2)nc1-c1ccccc1	-0.2%	?	-11.6%	-2.5	7.94µM*	-24.7%	2.5%	5.6%	i
COc1ccc(OCCCC(=O)Nc2cccc([N+](=O)[O-])c2C)cc1	1.6%	-28.8%	-5.3%	-1.8	0.9%[9.22 µM]	-2.4%	12.0%	-1.4%	i
COc1cccc(NC(=O)CCN2CCN(c3ccccc3)CC2)c1	nt	2.5%	30.9%	nt	0.3%	1.3%	10.2%	-4.5%	nt
Brc1ccc2nc(SCCOc3ccccc3)[nH]c2c1	nt	-2.9%	?	nt	0.1%	-42.0%	-1.4%	-36.9%[inhibitor]	nt
O=C(C1CCC1)N1CCc2cc(S(=O)(=O)N3CCN(c4ccccn4)CC3)ccc21	0.9%	?	-0.4%	-0.1	0.8%	-17.2%	-5.6%	14.9%	i
Cc1csc2ncc(C(=O)N(Cc3ccccc3)c3ccccn3)c(=O)n12	-0.2%	14.0%	-10.1%	-1.3	-0.3%	-0.5%	-2.8%	5.5%	i
CC(=O)Nc1ccc(S(=O)(=O)NC(C)C(=O)OCC(=O)Nc2ccc(F)cc2Cl)cc1 (stereo not given)	nt	nt	-1.3%	-1.0	0.0%	3.9%	nt	-7.6%	i
N#Cc1cc(-c2ccccc2)cnc1Sc1ccc(Cl)cc1	-10.9%	2.5%	7.7%	-2.7	-0.5%	-3.0%	1.4%	30.7%	i
CCC(=O)Oc1ccc2c(=O)c(-c3ccc4ccccc4n3)c(CC)oc2c1C	-15.2%	-2.6%	14.7%	-1.1	0.0%	15.5%	9.4%	7.9%	i
O=C(NCCc1ccccc1)c1ccccc1NC(=O)C1CC=CCC1C(=O)O (stereo not given)	0.6%	?	-20.0%	-1.7	-0.5%	-4.1%	2.2%	4.0%	i
COc1ccc2[nH]c(=O)c(CN(Cc3ccco3)C(=O)c3ccccc3)cc2c1	3.1%	-2.6%	?	1.4	5.3%	-0.1%	17.3%	-10.6%	i
CSc1ncccc1C(=O)OCC(=O)N(C)c1c(N)n(Cc2ccccc2)c(=O)[nH]c1=O	0.6%	-5.5%	0.8%	-1.1	-0.1%	-4.6%	-0.8%	-4.5%	i
CCC(C)C1C(C#N)=C(N)Oc2n[nH]c(-c3ccccc3)c21 (stereo not given)	0.3%	3.1%	-16.1%	1.3	0.7%	-22.5%	2.3%	0.8%	i
COc1cc(C(=O)NCC(=O)n2nc(C)cc2C)cc(OC)c1OC	-1.8%	0.3%	-3.1%	-2.1	-0.2%	-14.4%	-9.4%	16.5%	i
Cn1c(SCC(=O)N2CCCCC2)nc2c(c1=O)SCC2	-3.2%	-5.9%	17.9%	-1.6	1.8%	-0.8%	-4.9%	15.4%	i
CCOc1ccc(N=Cc2c(O)cc(C)oc2=O)cc1	-4.4%	3.5%	13.2%	-2.9	0.2%	15.7%	5.2%	-7.4%	i
COC(=O)C1=NN(C(=O)c2ccc(Cl)cc2)C(O)(c2ccccc2)C1 (stereo not given)	0.5%	-19.2%	?	-0.9	3.2%	-20.2%	-3.7%	-10.7%	i
COC(=O)c1ccc(COC(=O)c2ccccc2OC)cc1	-0.5%	-9.3%	0.0%	-2.6	3.2%	-27.4%	-3.1%	-2.9%	i
COc1cccc(C(=O)O/N=C(\N)c2ccncc2)c1	-0.5%	?	-2.5%	-0.8	16.5%	0.0%	-0.5%	-20.0%	?
O=S(=O)(Nc1cccc(-c2nnco2)c1)c1ccc(Cl)cc1	1.4%	?	-1.2%	-0.9	0.5%	-9.7%	-17.8%	1.2%	i
CCCN(Cc1cc2cccc(C)c2[nH]c1=O)C(=O)c1cccc(OC)c1	nt	-18.6%	-20.2%	0.0	0.3%	-4.2%	-12.4%	26.3%	i
Cc1ccc(C)c(S(=O)(=O)N2CCCOC2CNC(=O)C(=O)NCCc2ccco2)c1 (stereo not given)	3.0%	6.1%	19.0%	-2.4	6.2%	12.6%	-2.3%	0.4%	i
CS(=O)(=O)N1CCN(C(=O)NC23CC4CC(CC(C4)C2)C3)CC1	-2.8%	18.8%	29.5%	0.5	-0.7%	4.3%	6.1%	15.7%	i
CN(CC(=O)NCCc1ccc(S(N)(=O)=O)cc1)CC(=O)Nc1ccc(Cl)cc1	-0.9%	2.4%	0.0%	-1.0	2.0%	7.0%	-2.2%	1.9%	i
CCOc1ccc2nc(Cl)c(CN(C(C)=O)C3CCCCC3)cc2c1	-3.3%	-6.7%	-1.0%	-1.2	0.0%	-4.6%	0.0%	-15.0%	i
COc1cccc(-c2nnc(SCCOc3ccc4c(C)cc(=O)oc4c3)o2)c1	0.5%	9.4%	3.4%	-2.7	-0.5%	1.5%	3.3%	-2.2%	i
Cc1ccc(Cn2nnc3c(=O)[nH]c(C4CCN(S(=O)(=O)c5ccc(S(=O)(=O)NC6CC6)cc5)CC4)nc32)cc1	0.4%	0.2%	?	-0.4	-0.2%	-19.5%	-1.3%	13.7%	i
CCn1nc(C)c(Oc2ccccc2O)c1C	?	-15.1%	13.7%	0.9	0.5%	-11.1%	-2.0%	11.8%	i
